IDH1 mut inh: IDH1 R132H (human) inhibition | IDH1 R132H reductase, diaphorase/resazurin fluorescence, 60 min | O75874 | inhibition, % at 10 µM | 0.18% of 70,000 active; in the data active = inhibition above about 34%;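 also: 0% = DMSO and 100% = no enzyme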
Target sequence (O75874 whole entry R132H): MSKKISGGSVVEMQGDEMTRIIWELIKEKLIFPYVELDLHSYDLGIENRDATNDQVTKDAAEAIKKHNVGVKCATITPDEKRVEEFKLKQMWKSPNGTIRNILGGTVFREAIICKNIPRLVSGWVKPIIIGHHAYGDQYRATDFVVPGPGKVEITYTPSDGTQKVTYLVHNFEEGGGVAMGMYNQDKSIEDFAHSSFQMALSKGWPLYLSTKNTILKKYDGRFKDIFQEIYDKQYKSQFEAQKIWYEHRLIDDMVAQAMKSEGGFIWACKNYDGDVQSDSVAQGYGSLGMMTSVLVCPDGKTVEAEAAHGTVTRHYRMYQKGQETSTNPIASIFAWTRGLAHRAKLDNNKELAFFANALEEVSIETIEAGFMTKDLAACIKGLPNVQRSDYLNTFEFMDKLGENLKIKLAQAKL
PRC2 inh: blocks human EZH2/PRC2 H3K27 methylation | 0.35% of 57,000 active | inhibition, % at 12.5 µM | DELFIA TRF, 1 h | Q15910;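 active = mean inhibition of replicates at least 50% and every single replicate also reaching 50%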;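 also: dimethyl H3K27 on biotinylated H3 21-44 peptide detected by antibody; plate controls were median neutral control wells for no effect and median positive control wells for full effect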
An asterisk follows results filed as active; / = not tested or not shown. Only part of the results is shown, so the mix of outcomes need not match the whole.

SMILES	IDH1 mut inh	PRC2 inh
C[C@H]1CN([C@@H](C)CO)C(=O)c2cc(NC(=O)Nc3cccc4ccccc34)ccc2O[C@H]1CN(C)C(=O)Nc1ccccc1	-4.1	-22
Cc1ccc(S(=O)(=O)N(C)C[C@H]2Oc3c(NC(=O)C4CCCCC4)cccc3C(=O)N([C@H](C)CO)C[C@@H]2C)cc1	1.5	-18
COc1ccc(C(=O)c2ccccc2)c(Oc2nc([N+](=O)[O-])nn2C)c1	8.3	/
C[C@H](CO)N1C[C@H](C)[C@H](CN(C)C(=O)Nc2cccc(F)c2)OCc2cn(nn2)CCCC1=O	/	-4
C[C@H]1CN([C@@H](C)CO)C(=O)c2cc(C#Cc3ccccn3)cnc2O[C@H]1CN(C)Cc1cncnc1	0.1	/
C[C@H]1CN([C@@H](C)CO)C(=O)c2cccc(NC(=O)CCCCCC(=O)Nc3ccccc3N)c2O[C@H]1CN(C)S(=O)(=O)c1ccc(Cl)cc1	/	-13
C[C@H](CO)N1C[C@H](C)[C@H](CN(C)Cc2ccccc2)Oc2ccc(NC(=O)c3ccncc3)cc2C1=O	-0.8	-1
C/C=C/c1ccc2c(c1)O[C@@H](CN(C)C(=O)COC)[C@H](C)CN([C@@H](C)CO)S2(=O)=O	-0.5	-12
CO[C@H]1CN(C)C(=O)c2ccc(NC(=O)NC(C)C)cc2OC[C@@H](C)NC[C@@H]1C	0.0	-14
CC(C)(C)[C@@H]1C=C(C(=O)N2CCOCC2)O[C@H](OCc2ccc(CO)cc2)C1	/	-9
CO[C@@H]1CN(C)C(=O)c2cc(NC(C)=O)ccc2OC[C@H](C)N(C(=O)c2ccncc2)C[C@@H]1C	-0.1	16
C[C@H]1CN([C@@H](C)CO)C(=O)c2cc(NC(=O)CCN3CCOCC3)ccc2O[C@@H]1CN(C)Cc1ccc(Oc2ccccc2)cc1	-0.6	/
Nc1nn(S(=O)(=O)c2cccc3nsnc23)cc1-c1ccc(Br)cc1	0.2	-7
COc1ccccc1NC(=O)CSc1nc2ccc(NC(=O)c3ccccc3OC)cc2s1	-0.2	24
O=C(Nc1cccc(NS(=O)(=O)c2cccc([N+](=O)[O-])c2)c1)c1cccs1	-1.3	1
O=C(C[C@H]1C[C@@H]2c3cc(NC(=O)Nc4ccccc4)ccc3O[C@@H]2[C@@H](CO)O1)NCc1ccccn1	3.5	6
Cc1ccc(NC(=O)C(Cc2ccccc2)N2C(=O)C3C4CCC(C4)C3C2=O)cc1[N+](=O)[O-] (stereo not given)	6.1	6
C[C@@H]1CN([C@@H](C)CO)C(=O)c2cc(C#CC3CCCCC3)cnc2O[C@H]1CN(C)Cc1ccncc1	1.8	-22
CCCNC(=O)Nc1ccc2c(c1)OC[C@@H](C)N(C(=O)CC)C[C@H](C)[C@H](OC)CN(C)C2=O	0.1	4
CCCN1C[C@H](C)[C@H](OC)CN(C)C(=O)c2ccc(NC(=O)c3ccc(F)cc3)cc2OC[C@@H]1C	/	-20
CNC[C@@H]1OCCCC[C@H](C)Oc2ccc(NC(=O)C3CCCCC3)cc2C(=O)N([C@@H](C)CO)C[C@@H]1C	1.1	-7
O=C(C[C@H]1CC[C@H](NC(=O)c2ccccn2)[C@@H](CO)O1)NCc1cccc(F)c1	-0.3	0
C[C@@H]1CN([C@@H](C)CO)C(=O)c2cc(NC(=O)c3ccncc3)ccc2O[C@H]1CN(C)S(=O)(=O)c1ccccc1	/	5
COc1ccc(CN(C)C[C@@H]2OCCCC[C@@H](C)Oc3ccc(NS(=O)(=O)c4c(C)noc4C)cc3C(=O)N([C@H](C)CO)C[C@@H]2C)cc1	1.6	/
Cc1noc(C)c1S(=O)(=O)N(C)C[C@@H]1Oc2ccc(NC(=O)Cc3cn(C)c4ccccc34)cc2CC(=O)N([C@@H](C)CO)C[C@@H]1C	-12	/
Cc1nc(SCC(=O)c2cccs2)c2c3c(sc2n1)CCCC3	-0.4	27
COCC(=O)N(C)C[C@H]1Oc2ncc(-c3ccc(F)cc3)cc2C(=O)N([C@@H](C)CO)C[C@@H]1C	0.9	2
C[C@H](CO)N1C[C@H](C)[C@@H](CN(C)C(=O)c2ccccn2)Oc2ncc(-c3cccc(C#N)c3)cc2C1=O	-0.3	/
Cc1noc(C)c1NC(=O)N(C)C[C@H]1Oc2c(NC(=O)C3CCCCC3)cccc2C(=O)N([C@@H](C)CO)C[C@@H]1C	/	8
CNC[C@@H]1OCCCC[C@H](C)Oc2ccc(NS(C)(=O)=O)cc2C(=O)N([C@H](C)CO)C[C@@H]1C	/	0
C[C@H](CO)N1C[C@H](C)[C@H](CN(C)C(=O)Nc2ccccc2)Oc2ccc(NC(=O)c3ccncc3)cc2CC1=O	-5.3	/
C[C@H]1CN([C@@H](C)CO)C(=O)Cc2cc(NC(=O)Nc3ccc(F)cc3)ccc2O[C@H]1CN(C)C	1.1	/
C[C@H]1CN([C@@H](C)CO)C(=O)Cc2cc(NC(=O)Cc3ccccc3)ccc2O[C@H]1CN(C)S(=O)(=O)c1ccc(Cl)cc1	-0.3	-7
CCCNC(=O)Nc1ccc2c(c1)C(=O)N(C)C[C@@H](OC)[C@H](C)CN(C)[C@H](C)CO2	-1.2	0
O=C(Nc1cccc(F)c1)N[C@H]1CC[C@@H](CCNS(=O)(=O)c2cccc(Cl)c2)O[C@@H]1CO	-0.3	-9
Cc1noc(C)c1NC(=O)N(C)C[C@@H]1Oc2ccc(NC(=O)c3ccncc3)cc2CC(=O)N([C@@H](C)CO)C[C@H]1C	13	/
C[C@@H]1CN([C@H](C)CO)C(=O)c2cc(NS(=O)(=O)c3ccc(Cl)cc3)ccc2O[C@@H]1CN(C)S(=O)(=O)c1ccccc1	-0.4	/
O=C(O)C1CC=CCC1C(=O)Nc1ccccc1 (stereo not given)	0.1	-4
C[C@@H]1CN([C@H](C)CO)C(=O)c2cc(NC(=O)Nc3ccc4c(c3)OCO4)ccc2O[C@@H](C)CCCCO[C@H]1CN(C)S(=O)(=O)c1cn(C)cn1	-1.8	/
CC(=O)N(C)C[C@@H]1Oc2ncc(-c3ccc(C#N)cc3)cc2C(=O)N([C@H](C)CO)C[C@H]1C	0.0	9
Cc1ccc(S(=O)(=O)Nc2ccc3c(c2)CC(=O)N([C@H](C)CO)C[C@H](C)[C@@H](CN(C)C(=O)Nc2ccccc2)O3)cc1	-0.1	6
COc1ccc(CN(C)C[C@@H]2Oc3ccc(NC(=O)Cn4cnnn4)cc3C(=O)N([C@H](C)CO)C[C@H]2C)cc1	1.8	4
CC(C)NC(=O)Nc1ccc2c(c1)C(=O)N([C@H](C)CO)C[C@H](C)[C@@H](CN(C)S(=O)(=O)c1cn(C)cn1)OCCCC[C@@H](C)O2	0.0	/
CC(C)CC#Cc1cnc2c(c1)C(=O)N([C@H](C)CO)C[C@@H](C)[C@@H](CN(C)C(=O)Cc1ccncc1)O2	-0.1	/
C[C@@H]1CN([C@@H](C)CO)C(=O)CCCn2nncc2CO[C@@H]1CN(C)Cc1cccc(C(F)(F)F)c1	-5.2	1
O=C(NCCCn1ccnc1)C1CC(c2cccc(Br)c2)=NO1 (stereo not given)	7.0	5
C[C@@H]1CN([C@H](C)CO)C(=O)CCCn2nncc2CO[C@H]1CN(C)Cc1ccccc1C(F)(F)F	-1.0	-3
C[C@@H]1CN([C@@H](C)CO)C(=O)c2cccc(NC(=O)c3ccncc3)c2O[C@@H]1CN(C)S(=O)(=O)c1cn(C)cn1	2.5	/
C[C@H]1CN([C@@H](C)CO)C(=O)c2cccc(NS(=O)(=O)c3ccc(F)cc3)c2O[C@H]1CN(C)CC1CC1	1.0	3
CO[C@@H]1CN(C)C(=O)c2ccc(NC(=O)C3CC3)cc2OC[C@@H](C)N(CCc2ccccc2)C[C@H]1C	0.0	6
C[C@@H]1CCCCO[C@@H](CN(C)Cc2ccc3c(c2)OCO3)[C@H](C)CN([C@@H](C)CO)C(=O)c2cc(NC(=O)c3ccccc3)ccc2O1	3.0	/
COc1ccc(N(C(=O)c2cccnc2)S(=O)(=O)c2ccc3c(c2)n(C)c(=O)n3C)cc1	0.2	-15
CCS(=O)(=O)N(C)[C@H]1c2cc(C#N)ccc2OC(C)(C)[C@@H]1O	-0.5	7
C[C@@H]1CN([C@@H](C)CO)C(=O)Cc2cc(NC(=O)Cc3cn(C)c4ccccc34)ccc2O[C@H]1CN(C)C(=O)NC1CCCCC1	-27	1
COc1ccc(CN(C)C[C@H]2Oc3ccc(NC(=O)CCN4CCOCC4)cc3CC(=O)N([C@H](C)CO)C[C@@H]2C)cc1	1.7	/
C[C@H](CO)N1C[C@H](C)[C@H](CN(C)CC2CC2)Oc2cc(-c3cccc(F)c3)ccc2S1(=O)=O	-0.1	-19
Cc1ccc(NC(=O)CCn2cnc3ccccc3c2=O)cc1Cl	0.3	0
C[C@H](CO)N1C[C@H](C)[C@H](CN(C)CC2CCCCC2)Oc2ccc(NC(=O)Cc3cn(C)c4ccccc34)cc2C1=O	-19	/
O=C1CCc2c(ccc3ccccc23)O1	-0.5	12
CC(C)NC(=O)Nc1ccc2c(c1)C(=O)N([C@H](C)CO)C[C@H](C)[C@H](CN(C)CC1CC1)OCCCC[C@@H](C)O2	2.8	-8
Next section:
SMILES	IDH1 mut inh	PRC2 inh
Cc1ccc(S(=O)(=O)N[C@@H]2CC[C@@H](CCn3cc(C4CC4)nn3)O[C@@H]2CO)cc1	-0.7	-3
C[C@H]1CN([C@@H](C)CO)C(=O)c2cccc(NC(=O)C3CCOCC3)c2O[C@@H]1CN(C)S(=O)(=O)c1cccs1	0.4	/
CNC[C@H]1Oc2cc(-c3ccccc3OC)ccc2S(=O)(=O)N([C@@H](C)CO)C[C@@H]1C	-0.8	-1
C[C@@H]1CN([C@H](C)CO)C(=O)c2cc(C#Cc3ccccn3)cnc2O[C@H]1CN(C)Cc1cncnc1	0.2	/
CCOC(=O)C1CCCCN1Cc1ccc(OC)c(C)c1OC (stereo not given)	-1.0	-7
O=C(O)CCCCCCC(=O)N/N=C/c1ccc(F)cc1	-0.2	7
Cc1cc(OCC(=O)Nc2ccccc2[N+](=O)[O-])ccc1Cl	0.4	10
C[C@@H]1CN([C@H](C)CO)C(=O)CCCn2cc(nn2)CO[C@H]1CN(C)S(=O)(=O)c1cccc(F)c1	/	-3
C[C@@H]1CN([C@@H](C)CO)C(=O)c2cccc(NC(=O)c3cnccn3)c2O[C@H]1CN(C)C(=O)Nc1ccc(F)cc1	/	8
CS(=O)(=O)Nc1ccc2c(c1)[C@@H]1C[C@H](CC(=O)NCc3cccc(F)c3)O[C@@H](CO)[C@@H]1O2	-0.8	7
C[C@@H]1CN([C@H](C)CO)C(=O)c2cccc(NS(C)(=O)=O)c2O[C@@H]1CN(C)C(=O)Nc1ccccc1	-0.5	5
CO[C@@H]1CN(C)C(=O)c2cc(NS(=O)(=O)Cc3ccccc3)ccc2OC[C@H](C)NC[C@@H]1C	-0.1	2
COc1ccc(S(=O)(=O)Nc2ccc3c(c2)C(=O)N([C@@H](C)CO)C[C@H](C)[C@@H](CN(C)S(=O)(=O)c2ccc(OC)cc2)OCCCC[C@H](C)O3)cc1	2.4	/
COc1ccc(NC(=S)NC(=O)C(C)Oc2ccc(Cl)cc2Cl)c([N+](=O)[O-])c1 (stereo not given)	0.1	13
CC(C)NC(=O)N(C)C[C@@H]1Oc2ccc(NC(=O)Nc3cccc4ccccc34)cc2C(=O)N([C@@H](C)CO)C[C@@H]1C	/	4
CO[C@@H](CN(C)Cc1cc(F)ccc1F)[C@H](C)CN(C(=O)Nc1ccc(C(F)(F)F)cc1)[C@@H](C)CO	-0.9	1
C[C@@H]1CN([C@H](C)CO)S(=O)(=O)c2ccc(C#CC3CC3)cc2O[C@@H]1CN(C)CC1CC1	-0.3	-24
CCCN(C)C[C@H]1Oc2cc(C#CCC3CCCC3)ccc2S(=O)(=O)N([C@H](C)CO)C[C@@H]1C	-0.1	12
COC(=O)c1c(NC(=O)CSc2ncn[nH]2)sc2c1CCCC2	0.8	4
Cc1ccc(C(Nc2ccccn2)c2ccc3ccc(C)nc3c2O)cc1 (stereo not given)	0.0	-3
C[C@@H]1CN([C@@H](C)CO)C(=O)c2cc(-c3ccncc3)cnc2O[C@@H]1CN(C)C(=O)c1ccncc1	-0.3	16
C[C@H](CO)N1C[C@H](C)[C@H](CN(C)S(=O)(=O)c2cccc(F)c2)Oc2ncc(C#Cc3ccc(C(F)(F)F)cc3)cc2C1=O	-3.9	-2
CCC(C(N)=O)c1ccccc1 (stereo not given)	0.0	/
CC(C)NC(=O)N(C)C[C@@H]1OCCCC[C@@H](C)Oc2ccc(N(C)C)cc2C(=O)N([C@H](C)CO)C[C@H]1C	-7.9	9

Screens (PubChem BioAssay)
